Screening results deposited in PubChem by several laboratories.
PolyA inhibitor: polyadenylation inhibitors in yeast reporter cells, primary screen, luminescence, S. cerevisiae. calls only at 12 µM. S. cerevisiae SKY197-pL101 polyadenylation reporter, beta-gal luminescence; efflux-impaired pdr1/pdr3 knockout yeast; score 100 = 6 SD above DMSO. AID 1875, 2009. 0.02% of 300,000 active;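 active means lowest replicate activity score at least 50, where 100 means six control SD above control mean; inconclusive means lowest score under 50 but half or more replicates reach 50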;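 further: yeast exposed to compound for 9 h at 30 °C; higher score means more reporter readthrough which indicates perturbed polyadenylation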
MrgX1 PAM: positive allosteric modulators of MrgX1, primary screen, HEK293 cells, Fluo-4 calcium flux | Mas-related G-protein coupled receptor member X1 (Homo sapiens), Q96LB2 | FDSS; active compounds read high | 0.63% of 310,000 active | B-score at 10 µM;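 active means plate-corrected calcium response at least 3 library SD above typical, normal starting fluorescence, not activating the receptor alone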;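 further: compound read alongside a low EC10 to EC30 dose of BAM8-22 agonist; peak minus trough fluorescence over baseline measured at the second addition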
TRPC4 inh: inhibitors of mouse TRPC4 channel, primary screen, Fluo4 calcium, HEK293 TRPC4beta/mu-opioid cells. DAMGO-evoked Fluo4 calcium flux; active compounds read low. 0.39% of 300,000 active. B-score at 10 µM;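 active means B-score over 3 SD under the library average, no early fluorescence shift, positive overall ratio signal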
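Assay system: TRPC4beta/mu-opioid receptor HEK293 cell line; compound dosing: single concentration per test compound; detection: Fluo4 Ca2+ flux fluorescence; evaluation: per-well B score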
MrgX1 antagonist: antagonists of human MrgX1 receptor, primary screen, HEK293 cells, Fluo-4 calcium flux; Mas-related G-protein coupled receptor member X1 (Homo sapiens), Q96LB2; BAM8-22 antagonism; active compounds read low; B-score at 10 µM; 1.3% of 310,000 active;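 active means calcium-response B-score plate-corrected more than 3 library SD below zero, starting fluorescence within 5 deviations, no agonist response on first addition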;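 further: peak minus trough fluorescence over baseline after final BAM8-22 challenge near maximal dose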
MrgX1 ag: agonists of human MrgX1 receptor, primary screen, HEK293 cells, Fluo-4 calcium flux; Fluo-4 calcium fluorescence, agonist mode; active compounds read high; B-score at 10 µM; 0.44% of 310,000 active; AID 588627, 2011;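 active means calcium response B-score plate-corrected fluorescence ratio at least 3 library SD, with starting fluorescence B-score inside 5 SD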
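Material: MrgX1-expressing HEK293 cells / Dosing: compound as first of three additions / Incubation: overnight seeding, then 1 h dark dye loading / Signal: Fluo-4 NW calcium fluorescence / Evaluation: B-scored fluorescence response ratio / Benchmarks: positive and negative control wells on each plate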
TRPC6 inh: mouse TRPC6 channel inhibitors, primary screen, cell-based, HEK293, membrane potential dye. Short transient receptor potential channel 6 (Mus musculus), Q61143. ACh-evoked depolarization; active compounds read low. B-score at 10 µM. 1.1% of 310,000 active;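 active means B-score under library mean minus 3 SD, initial fluorescence not abnormally high, positive integrated signal ratio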;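 further: B-score derived from integrated fluorescence ratio over the kinetic read; more negative B-score means stronger inhibition of depolarization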
Target sequence (Q61143 whole entry, looked up): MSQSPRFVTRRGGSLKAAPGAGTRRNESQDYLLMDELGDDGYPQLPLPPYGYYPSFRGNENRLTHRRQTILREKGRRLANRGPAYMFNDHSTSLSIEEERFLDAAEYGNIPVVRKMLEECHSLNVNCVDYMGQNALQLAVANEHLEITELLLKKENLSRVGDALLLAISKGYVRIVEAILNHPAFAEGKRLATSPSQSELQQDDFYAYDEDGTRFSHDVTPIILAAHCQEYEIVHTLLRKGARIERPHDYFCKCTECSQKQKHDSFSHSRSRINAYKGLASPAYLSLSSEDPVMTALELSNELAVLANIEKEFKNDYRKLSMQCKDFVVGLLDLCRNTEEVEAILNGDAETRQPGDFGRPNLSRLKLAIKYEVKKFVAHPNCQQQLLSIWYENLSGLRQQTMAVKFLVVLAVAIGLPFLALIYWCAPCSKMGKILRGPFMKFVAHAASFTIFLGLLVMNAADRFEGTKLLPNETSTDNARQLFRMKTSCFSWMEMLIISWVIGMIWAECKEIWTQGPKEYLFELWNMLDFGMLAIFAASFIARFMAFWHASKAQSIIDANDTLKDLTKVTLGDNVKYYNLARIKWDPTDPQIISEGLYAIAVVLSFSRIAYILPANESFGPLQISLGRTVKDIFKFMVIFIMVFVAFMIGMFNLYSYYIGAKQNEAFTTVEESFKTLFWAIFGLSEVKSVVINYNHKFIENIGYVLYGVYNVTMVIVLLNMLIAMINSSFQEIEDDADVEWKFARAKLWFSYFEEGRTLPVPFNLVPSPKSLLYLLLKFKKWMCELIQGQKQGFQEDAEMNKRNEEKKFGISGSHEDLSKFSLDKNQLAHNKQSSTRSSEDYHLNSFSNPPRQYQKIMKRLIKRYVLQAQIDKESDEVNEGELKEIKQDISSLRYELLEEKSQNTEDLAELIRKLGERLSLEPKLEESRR
AI-2 QS modul: Vibrio harveyi AI-2 quorum sensing modulators, primary screen, JMH597 strain, luminescence/OD600 ratio | Vibrio harveyi JMH597 AI-2 luminescence/OD600 ratio, 9 h; active compounds read low; strain lacks LuxN and CqsS sensors; 0 = neutral-control median | 0.4% of 300,000 active | activity change, % at 7.5 µM | AID 2094, 2009; in the data active means activity change below about -75%, passing the limit was not always enough; inconclusive means no clear call, values can overlap the other calls;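 further: luminescence divided by OD600 gain over 9 h not by final OD600 alone; inactives centre near 13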
TRPC4 agonist: activators of mouse TRPC4 channel, primary screen, Fluo4 calcium, HEK293 TRPC4beta/mu-opioid cells. Short transient receptor potential channel 4 (Mus musculus), Q9QUQ5. Fluo4 calcium fluorescence; active compounds read high. B-score at 10 µM. 0.49% of 310,000 active. AID 2237, 2010;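 active means B-score above 5 SD of library B-scores, and initial fluorescence ratio not above library mean plus 5 SD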;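 further: positive B-score marks a calcium rise read as TRPC4 activation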
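system = HEK293 cells stably co-expressing mouse TRPC4beta and mu-opioid receptor | schedule = Fluo4 dye loading 45 min at room temperature, 110 s recording | measure = B-scored integrated calcium fluorescence ratio | signal = Fluo4 calcium-sensitive dye fluorescence, kinetic, 1 Hz baseline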
TRPC4 PAM: positive allosteric modulators of TRPC4, primary screen, cell-based, mouse TRPC4beta, HEK293 mu-opioid, Fluo-4 calcium; DAMGO EC20, Fluo-4 Ca2+ flux; active compounds read high; AID 2227, 2009; Short transient receptor potential channel 4 (Mus musculus), Q9QUQ5; B-score at 10 µM; 0.42% of 310,000 active;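 active means B-score of calcium response area above 5 SD of library B-scores, with initial fluorescence ratio within 5 SD of library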;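 further: B-score of integrated fluorescence ratio over time as area under calcium response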
TRPC6 act: mouse TRPC6 channel activators, primary screen, cell-based, HEK293, membrane potential dye. Short transient receptor potential channel 6 (Mus musculus), Q61143. HEK293-TRPC6 membrane potential dye fluorescence; active compounds read high. B-score at 10 µM. 0.13% of 310,000 active;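 active means B-score of the integrated fluorescence ratio above library mean plus 3 SD, and starting fluorescence ratio within library mean plus 5 SD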;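 further: higher score means more depolarization so channel activation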
HIF act: HIF pathway transcriptional activators, primary screen, cell-based, U2OS HRE-luciferase, luminescence. AID 1910, 2009. activation, % at 7.5 µM (by protocol). 0.32% of 300,000 active. U2OS HRE-luciferase reporter; normalized: DMSO 0%, desferrioxamine 100%;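 active means mean activation of at least 10% of the iron chelator positive control signal, with at least half of replicates also reaching 10%; inconclusive means mean and replicate majority disagree about reaching 10%; inactive means mean and most replicates under 10%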
* hit, by the source's call; i = inactive; ? = inconclusive; . = not tested or not shown.

SMILES	PolyA inhibitor	MrgX1 PAM	TRPC4 inh	MrgX1 antagonist	MrgX1 ag	TRPC6 inh	AI-2 QS modul	TRPC4 agonist	TRPC4 PAM	TRPC6 act	HIF act
O=C1COc2ccc(C(=O)COC(=O)c3cc(S(=O)(=O)N4CCOCC4)ccc3F)cc2N1	i	i	i	i	i	i	11	i	i	i	-0.4
Cc1cc(C)c(C(=O)Nc2ccc(C)c(C)c2)c(CC(C)(C)C(=O)O)c1	i	i	i	i	i	i	27	i	i	i	.
CC(=O)Nc1ccc(NC(=O)C(NS(=O)(=O)c2cccc3nsnc23)C(C)C)cc1 (stereo not drawn)	i	i	i	i	i	i	-5	i	i	i	-1.1
O=C(CN(CC1CCCO1)C(=O)CNS(=O)(=O)c1ccc(Cl)cc1)NCc1ccco1 (stereo not drawn)	i	i	i	i	i	i	23	i	i	i	0.1
Cc1cccc(C)c1OCCCCc1c(C)n[nH]c1C	i	i	i	i	i	i	33	i	i	i	-0.4
CSc1nc(N(C)C)nc(N2CC(=O)N(CCNS(=O)(=O)c3ccc(C)cc3)C2=N)n1	i	i	i	i	i	i	8	i	i	i	0.1
O=C(CCCN1C(=O)c2ccccc2C1=O)NCc1ccc(F)cc1	i	i	i	i	i	i	15	i	i	i	0.4
C=CCOc1ccccc1CN1CCC(Oc2ccc(C(=O)N3CCCC3)cc2)CC1	i	i	i	i	i	i	15	i	i	i	-0.1
O=C(Nc1ccc2c(c1)OCCO2)c1ccc(Cl)c([N+](=O)[O-])c1	i	i	i	i	i	i	14	i	i	i	3.2
CCc1ccc(NC(=O)C2CC=CCC2C(=O)O)cc1 (stereo not drawn)	i	i	i	i	i	i	-4	i	i	i	-1.6
O=C1C(Nc2cccc(O)c2)=C(N2CCCCC2)C(=O)c2ccccc21	i	i	i	i	i	i	22	i	i	i	0.0
CCOCCCN(C(=O)c1snc(C(N)=O)c1N)C(C(=O)NCCC(C)C)c1ccc(F)cc1 (stereo not drawn)	i	i	i	i	i	i	13	i	i	i	0.9
Cc1ccc(F)cc1NC(=O)N1c2ccccc2NC(=O)CC1C (stereo not drawn)	i	i	i	i	i	i	-7	i	i	i	1.6
COc1cc(-c2nc3cnccn3c2Nc2ccc(C)cc2)ccc1O	i	i	i	i	i	i	28	i	i	i	0.5
Cc1nn(C(C)c2n[nH]c(=S)n2-c2ccc(F)cc2)c(C)c1[N+](=O)[O-] (stereo not drawn)	i	i	i	i	i	i	23	i	i	i	-0.5
CCc1nc2sccc2c(=O)[nH]1	i	i	i	i	i	i	13	i	i	i	0.8
COc1ccccc1C(=O)Nc1ccnn1C1CCN(Cc2ncc[nH]2)CC1	i	i	i	i	i	i	9	i	i	i	-0.1
N#Cc1ccc(C(=O)CSc2nnc(-c3ccc(C(F)(F)F)cn3)s2)cc1	i	i	i	i	i	i	19	i	i	i	-0.1
COC(=O)C(C)Sc1n[nH]c(=S)s1 (stereo not drawn)	i	i	i	i	i	i	5	i	i	i	-0.1
CCn1c(SCC(=O)N2CCCCC2)nc2c(c1=O)SC(C)C2 (stereo not drawn)	i	i	i	i	i	i	18	i	i	i	0.1
CC(/C=C/c1ccccc1)=N\Nc1nc(-c2ccccc2)cs1	i	i	i	i	i	i	11	i	i	i	.
COC(=O)C1CC(=O)N(c2ccc(OCc3ccccc3Cl)cc2)C1 (stereo not drawn)	i	i	i	i	i	i	-23	i	i	i	0.6
COc1ccc2nc(N3CCN(C(=O)C4COc5ccccc5O4)CC3)sc2c1 (stereo not drawn)	i	i	i	i	i	i	41	i	i	i	3.0
CCCc1nnc(NC(=O)Cn2c(=O)oc3ccccc32)s1	i	i	i	i	i	i	-2	i	i	i	-0.4
Cc1noc(C(=O)N2CCN(c3ccccc3)CC2)c1Cl	i	i	i	i	i	i	19	i	i	i	0.4
COc1ccc(NC(=O)CC2C(=O)N(c3ccc(OC)cc3)C(=O)N2C(C)C)cc1 (stereo not drawn)	i	i	i	i	i	i	23	i	i	i	0.2
Cc1ccc(O)c(-c2cc(C(F)(F)C(F)F)[nH]n2)c1	i	i	i	i	i	i	13	i	i	i	0.3
COc1ccccc1-c1nnc(C2CCN(S(=O)(=O)c3ccc([N+](=O)[O-])cc3)CC2)o1	i	i	i	i	i	i	13	i	i	i	0.3
CCOc1ccc2nc(NCCNC(=O)CC)c(C#N)cc2c1	i	i	i	i	i	i	31	i	i	i	-0.2
CCCCN(CCCC)S(=O)(=O)c1ccc(C(=O)Nc2nnc(COC)o2)cc1	i	i	i	i	i	i	25	i	i	i	-1.9
COc1ccc2oc(C)c(C(=O)c3ccc([N+](=O)[O-])cc3)c2c1	i	i	i	i	i	i	0	i	i	i	0.2
CCn1ccnc1CN(C)Cc1c(C(=O)N2C[C@@H](C)O[C@@H](C)C2)nc2ccc(Cl)cn12	i	i	i	i	i	i	-5	i	i	i	-0.5
CC1CN(c2ccccc2)C(=O)CS1 (stereo not drawn)	i	i	i	i	i	i	-1	i	i	i	0.3
NC(=O)c1cc2ccccc2o/c1=N/NC(=O)c1ccccc1	i	i	i	i	i	i	19	i	i	i	1.0
CC(C)CC(C)NNC(=O)c1cc2ccccc2[nH]1 (stereo not drawn)	i	i	i	i	i	i	4	i	i	i	1.3
c1ccc2c(c1)NC1(CCCC1)n1c-2nc2ccccc21	i	i	i	i	29*	i	9	i	i	i	0.6
Cc1ccn2c(NC(=O)c3ccccc3)c(-c3cccs3)nc2c1	i	i	i	i	i	i	0	i	i	i	-0.3
COc1cccc(/C=N/NC(=O)c2ccc(=O)n(C)c2)c1O	i	i	i	i	i	i	3	i	i	i	0.4
COc1ccc(C(=O)NC2CCN(C(=O)Nc3ccccc3Cl)CC2)cc1	i	i	i	i	i	i	6	i	i	i	-0.2
CN(C)C(CNC(=O)c1ccc(-c2ccccc2)cc1)c1ccccc1 (stereo not drawn)	i	i	i	i	i	i	18	i	i	i	0.0
COCCNC(=O)C1CCC(CNS(=O)(=O)c2c(C)cc(C)cc2C)CC1 (stereo not drawn)	i	i	i	i	i	i	9	i	i	i	-32
CC1CCN(C(=O)CSc2nnc(CNC(=O)c3ccco3)o2)CC1	i	i	i	i	i	i	-2	i	i	i	0.8
C1CCN(c2nc3nonc3nc2NCC2CCOCC2)CC1	i	i	i	i	i	i	19	i	i	i	-0.2
COC(=O)C1C2C=CC3(CN(c4cccc(Cl)c4)C(=O)C13)O2 (stereo not drawn)	i	i	i	i	i	i	6	i	i	i	0.0
CCc1ccc(CN(C)Cc2nc(Cc3ccc(OC)c(OC)c3)no2)nc1	i	i	i	i	i	i	13	i	i	i	0.0
S=C(NCC1CCCO1)NC1CC1 (stereo not drawn)	i	i	i	i	i	i	19	i	i	i	0.6
COc1ccc(NC(=O)CN2C(=O)C(C)Oc3ccccc32)c(OC)c1 (stereo not drawn)	i	i	i	i	i	i	24	i	i	i	0.5
CC(C)CC1NC(=O)N(Cc2cc(=O)n3ccsc3n2)C1=O (stereo not drawn)	i	i	i	i	i	i	13	i	i	i	?

Of the compounds above, these have a thiophene ring, fused or not:
SMILES	PolyA inhibitor	MrgX1 PAM	TRPC4 inh	MrgX1 antagonist	MrgX1 ag	TRPC6 inh	AI-2 QS modul	TRPC4 agonist	TRPC4 PAM	TRPC6 act	HIF act
CCc1nc2sccc2c(=O)[nH]1	i	i	i	i	i	i	13	i	i	i	0.8
Cc1ccn2c(NC(=O)c3ccccc3)c(-c3cccs3)nc2c1	i	i	i	i	i	i	0	i	i	i	-0.3

(continued)
SMILES	PolyA inhibitor	MrgX1 PAM	TRPC4 inh	MrgX1 antagonist	MrgX1 ag	TRPC6 inh	AI-2 QS modul	TRPC4 agonist	TRPC4 PAM	TRPC6 act	HIF act
CSc1nc2ccc(NC(=O)c3nn(C(C)C)c(=O)c4ccccc34)cc2s1	i	i	i	i	i	i	24	i	i	i	0.4
NNC(=O)C1c2ccccc2Oc2ccccc21	i	i	i	i	i	i	37	i	i	i	0.2
Cc1ccc(C(c2nnnn2C2CCCCC2)N(C)C2CCCCC2)cc1 (stereo not drawn)	i	i	i	i	i	i	3	i	i	i	-0.1
COc1ccc2oc(C(=O)Nc3ccccc3N3CCOCC3)c(C)c2c1	i	i	i	i	i	i	6	i	i	i	0.0
O=S(=O)(NCc1cccs1)c1ccc(Br)cc1	i	i	i	i	i	i	-2	i	i	i	0.2
N=c1c(C(=O)NC2CCCC2)cc2c(=O)n3ccccc3nc2n1C1CCCC1	i	i	i	i	i	-11*	39	i	i	i	-0.2
Cc1ccc2[nH]cc(CCNC(=O)c3cccnc3)c2c1	i	i	i	i	i	i	19	i	i	i	-0.1
Clc1ccccc1-c1nnc(-c2ccc3c(c2)OCO3)o1	i	i	i	i	i	i	30	i	i	i	-7.1
CCCCCN(C(=O)NC(=O)Nc1cccc(C)c1C)S(C)(=O)=O	i	i	.	i	i	i	3	i	i	i	-0.6
COc1ccc(NC(=O)CS(=O)CC(=O)Nc2ccc(F)cc2F)cc1 (stereo not drawn)	i	i	i	i	i	i	11	i	i	i	-0.8
Cc1cc(C)n(/N=C/c2cc(Cl)cc(Cl)c2O)c(=O)c1	i	21*	i	i	i	i	0	i	i	i	-0.1
Cc1ccc(NC(=O)N[C@H](C(=O)O)C(C)C)c(C)c1	i	i	i	i	i	i	14	i	i	i	0.1
CCOCc1cnc(C)nc1NCC(=O)c1c(C)[nH]c2ccc(OC)cc12	i	i	i	-8.8*	i	i	30	i	i	i	-0.2
O=C1CN(C(=O)c2c(F)cccc2F)C(c2ccccc2)c2cc(Br)ccc2N1 (stereo not drawn)	i	i	i	i	i	i	11	i	i	i	-0.6

Only part of the results is shown; rates above refer to the full screens.
